Assay outcomes as filed in PubChem.
EBI2 antag: EBI2 receptor antagonists, beta-arrestin recruitment, primary screen, cell-based, luminescence, 7a,25-OHC stimulation, uHTS; 360,000 compounds, 0.81% hits; G-protein coupled receptor 183 (Homo sapiens), P32249; inhibition, % at 5 µM; 7a,25-OHC stimulated; in the data active = inhibition above about 38%;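 note: enzyme fragment complementation signal reports receptor beta-arrestin coupling in cells; 0% = agonist plus DMSO wells and 100% = wells without agonist; some results beyond the cut were filed as inactive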
Target sequence (P32249 whole entry, looked up, the tested form may be a part): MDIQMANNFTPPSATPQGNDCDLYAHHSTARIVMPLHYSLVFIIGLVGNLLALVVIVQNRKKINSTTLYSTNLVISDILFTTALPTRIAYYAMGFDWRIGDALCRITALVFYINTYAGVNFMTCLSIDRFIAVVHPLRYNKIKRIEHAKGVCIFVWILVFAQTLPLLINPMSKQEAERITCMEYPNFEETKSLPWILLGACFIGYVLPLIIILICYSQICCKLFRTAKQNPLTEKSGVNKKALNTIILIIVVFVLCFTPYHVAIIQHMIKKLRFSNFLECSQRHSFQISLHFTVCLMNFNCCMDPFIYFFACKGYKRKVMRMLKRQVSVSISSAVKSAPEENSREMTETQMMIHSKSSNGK
Mdm2-MdmX inh: inhibitors of human Mdm2-MdmX association, primary screen, cell-based, luminescence, split luciferase, SaOS-2, uHTS; 330,000 compounds, 3% hits; SaOS-2 split-luciferase Mdm2/MdmX complementation; inhibition, % at 8 µM; AID 485346, 2010;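 active = inhibition of at least 50% at 8 µM in the primary screen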
APJ agonist: agonists of human apelin receptor APJ, primary screen, CHO-K1 cells, PathHunter beta-arrestin, luminescence | activation, % at 20 µM | 0% DMSO wells, 100% apelin | 330,000 compounds, 0.11% hits | P35414 | AID 2520, 2010;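 active = activation more than six SD over the plate average, tested at 20 µM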;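 note: 0% = DMSO alone and 100% = apelin-13 at 10 nM; some results filed as inactive read as strong as hits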
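Test system: CHO-K1 APJ beta-arrestin complementation cell line | Compound: Single test compound dose, 20 µM final, 1% DMSO | Incubation: Compound 90 min 25 °C, reagent 1 h | Measured by: beta-gal luminescence | Read-out basis: APJ–arrestin association signal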
tim23-1 inh: growth inhibitors of tim23-1 mutant yeast, primary screen, luminescence, uHTS | S. cerevisiae tim23-1 growth, BacTiter-Glo luminescence, 24 h | AID 463212, 2010 | 330,000 compounds, 1.3% hits | inhibition, % at 20 µM;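 active = growth inhibition of the mutant yeast at or above 50%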;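 note: temperature-sensitive mutant grown at 25 °C; plate controls were DMSO-treated mutant yeast for no effect and medium wells lacking yeast for full effect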
CXCR6 block: CXCR6 receptor inhibitors, primary screen, cell-based, beta-arrestin, luminescence, CHO-K1 PathHunter, 1536-well; inhibition, % at 20 µM; 360,000 compounds, 0.36% hits; AID 602244, 2012; in the data active = inhibition above about 34%, passing the limit was not always enough;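 note: antagonist mode with CXCL16 agonist at 10 nM final; 0% = 10 nM CXCL16 with DMSO and 100% = unstimulated wells without agonist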
CCR6 antag: CCR6 receptor antagonists, primary screen, cell-based, CHO-K1, luminescence, beta-arrestin, uHTS | C-C chemokine receptor type 6 (Homo sapiens), P51684 | CHO-K1 CCR6 PathHunter beta-arrestin, CCL20-stimulated | inhibition, % at 20 µM | 340,000 compounds, 0.49% hits;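 active = compounds whose inhibition of the agonist-driven luminescence signal at 20 µM reaches about 50%, limit read from the data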;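 note: cells stimulated with CCL20 at 14 nM final; plate controls were DMSO with CCL20 for no effect and DMSO without agonist for full effect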
Target sequence (P51684 whole entry, looked up): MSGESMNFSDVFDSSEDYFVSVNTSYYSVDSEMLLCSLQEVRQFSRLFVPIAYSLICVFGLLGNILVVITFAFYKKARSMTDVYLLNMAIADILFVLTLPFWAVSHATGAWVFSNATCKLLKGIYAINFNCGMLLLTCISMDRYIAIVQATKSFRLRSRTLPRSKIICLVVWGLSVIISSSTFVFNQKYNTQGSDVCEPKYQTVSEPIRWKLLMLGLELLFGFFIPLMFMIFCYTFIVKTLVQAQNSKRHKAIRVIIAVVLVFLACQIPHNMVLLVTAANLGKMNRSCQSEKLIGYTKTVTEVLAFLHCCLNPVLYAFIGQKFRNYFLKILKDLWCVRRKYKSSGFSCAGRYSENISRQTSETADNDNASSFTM
APJ antagonist: antagonists of human apelin receptor APJ, primary screen, CHO-K1 cells, beta-arrestin complementation, luminescence. P35414. inhibition, % at 20 µM. 330,000 compounds, 0.32% hits;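 active = inhibition above about 40% at 20 µM, limit read from the data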;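 note: cells challenged with 10 nM apelin-13 agonist together with compound; plate controls were apelin-13 plus DMSO wells for no effect and DMSO wells lacking apelin-13 for full effect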
UPR XBP1 act: activators of adaptive XBP1 UPR arm, primary screen, cell-based, CHO-XBP1 luciferase reporter, luminescence, uHTS | IRE1-XBP1 UPR activation; percent of tunicamycin response, DMSO as zero | activation, % at 20 µM | 330,000 compounds, 0.33% hits | AID 463104, 2010;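 active = versus positive control, 20 µM dose yields 30% or more activation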;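 note: 100% = tunicamycin at 10 µg/mL and 0% = DMSO only wells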
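Material: CHO cell line with stable XBP1 luciferase reporter; buffer or medium: F12 medium containing 10% fetal bovine serum; compound: single point, 20 µM final compound, 1% DMSO; incubation: 6 h treatment, 37 °C; measured by: glow luminescence from Steady-Glo reagent; evaluation: activation, % of tunicamycin; control set: tunicamycin high, DMSO low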
CHOP UPR activ: activators of apoptotic CHOP UPR arm, primary screen, cell-based, CHO-CHOP luciferase reporter, luminescence, uHTS; UPR activation; percent of tunicamycin response over DMSO baseline; 330,000 compounds, 0.34% hits; activation, % at 10 µM;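 active = at 10 µM dose, activation of 40% or more, normalized to positive control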;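 note: 100% = tunicamycin at 10 µg/mL and 0% = DMSO alone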
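assay system = CHO CHOP reporter cells | amount = 500 CHO-CHOP cells per well | buffer or medium = F12 with 10% FBS | incubation = 16-18 h cell attachment, then 6 h compound exposure, 37 °C | detection = luminescence read with Steady-Glo | read-out = percent activation relative to tunicamycin control | controls = tunicamycin high control, DMSO low control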
The depositor's hits bear a star; x = not tested or not shown.

SMILES	EBI2 antag	Mdm2-MdmX inh	APJ agonist	tim23-1 inh	CXCR6 block	CCR6 antag	APJ antagonist	UPR XBP1 act	CHOP UPR activ
Cc1ccc[n+](CC(=O)Nc2nc3ccccc3s2)c1	-2	-17	-4	0	-11	-2	-10	-2	-1.9
COC(=O)c1cccc(NC(=O)CSc2nc(C)cc(=O)[nH]2)c1	0	-17	-4	-7	4	0	15	1	-1.8
O=Cc1ccc(OCC(=O)N2CCc3ccccc32)c(Br)c1	-12	-69	-5	31	4	9	20	2	3.7
COc1cccc(-n2cc3c(c2-c2ccccc2)c(=O)n(C)c(=O)n3C)c1	6	2	2	4	4	-2	10	4	0.1
COc1ccc(N2CCN(CC(=O)Nc3ccc(-n4cnnn4)cc3)CC2)cc1	-7	16	-1	15	1	-3	12	-1	0.3
O=C(O)/C(=C\c1ccco1)NC(=O)c1ccc(Br)o1	-6	-23	-3	8	4	-5	15	2	1.2
COC(=O)c1nnn(-c2nonc2N)c1CSc1nnc(N)s1	0	6	1	-5	4	5	7	-2	-1.6
COc1ccc(CNC(=O)COc2ccc([N+](=O)[O-])cc2)cc1	10	-4	-3	18	-1	0	9	-1	-1.6
O=C(NC(Cc1ccccc1)C(=O)O)/C(=C\c1ccco1)NC(=O)c1ccc(Br)cc1 (stereo not given)	0	14	-4	19	-9	23	17	-4	-0.5
CN(C)CCCNC(=S)Nc1ccc(Br)cc1	1	-19	-2	18	6	1	-19	2	-0.5
COc1ccc(C2SCCN2S(=O)(=O)c2ccccc2)cc1 (stereo not given)	-6	4	0	1	22	18	4	-2	0.0
COC(=O)Cc1c(C)c2c(OCc3nn[nH]n3)cc(C)cc2oc1=O	-7	-14	-4	5	8	18	19	1	1.0
CCN(CC(O)c1cccc(O)c1)C(=O)C12CC3CC(CC(C3)C1)C2 (stereo not given)	-4	14	1	20	-5	0	-6	1	-0.4
C/C(=N\NC(=O)c1ccc2c(c1)OCCO2)c1ccccc1	2	71*	-5	16	5	7	10	-12	-9.3
COC(=O)C(C)Sc1nc2c(cnn2-c2ccc(C)cc2)c(=O)[nH]1 (stereo not given)	2	-3	7	22	5	6	16	0	-2.1
CC(=O)C(Cc1ccccc1)NC(=O)CCl (stereo not given)	-5	39	-4	-1	0	17	15	0	0.2
CC1CCCN(C(=O)CCS(=O)(=O)c2ccc3c(c2)n(C)c(=O)c(=O)n3C)C1 (stereo not given)	-6	-5	-1	11	-2	2	14	-1	-1.6
COc1ccc(NC(=O)c2ccc(-c3csc(C)n3)cc2)cc1	39	-60	-3	14	2	18	-2	1	8.2
COc1ccc(C2CC(c3c(-c4ccccc4)c4cc(Cl)ccc4[nH]c3=O)=NN2S(C)(=O)=O)cc1OC (stereo not given)	26	-13	-1	-2	2	19	-7	5	-2.6
CNc1nc(N(C)C)nc(N(C)C)n1	-1	10	-4	-7	6	7	-19	-5	-0.8
CCCSc1nsc(NC(=O)CC)n1	6	-73	-2	10	4	-8	1	-1	1.2
O=C(O)c1cc(O)c2c(c1)C(=O)c1cccc(O)c1C2=O	5	-1	13	8	48*	79*	-2	-6	0.5
COCCn1cnc2c1c(=O)n(CC(=O)NCC(F)(F)F)c(=O)n2Cc1ccccc1	-11	3	-4	7	12	1	0	-5	-1.1
O=c1c(N2CCOCC2)nsn1Cc1ccccc1	-5	7	-5	7	-2	-1	13	-1	-1.3
O=C(COC(=O)c1ccc(S(=O)(=O)N2CCCC2)cc1)Nc1ccc(Cl)cc1	-15	0	-4	-6	10	4	27	-2	-1.6

For reference, 13 of the compounds above.
SMILES	EBI2 antag	Mdm2-MdmX inh	APJ agonist	tim23-1 inh	CXCR6 block	CCR6 antag	APJ antagonist	UPR XBP1 act	CHOP UPR activ
COc1ccc(CNC(=O)COc2ccc([N+](=O)[O-])cc2)cc1	10	-4	-3	18	-1	0	9	-1	-1.6
O=C(NC(Cc1ccccc1)C(=O)O)/C(=C\c1ccco1)NC(=O)c1ccc(Br)cc1 (stereo not given)	0	14	-4	19	-9	23	17	-4	-0.5
CN(C)CCCNC(=S)Nc1ccc(Br)cc1	1	-19	-2	18	6	1	-19	2	-0.5
COc1ccc(C2SCCN2S(=O)(=O)c2ccccc2)cc1 (stereo not given)	-6	4	0	1	22	18	4	-2	0.0
COC(=O)Cc1c(C)c2c(OCc3nn[nH]n3)cc(C)cc2oc1=O	-7	-14	-4	5	8	18	19	1	1.0
CCN(CC(O)c1cccc(O)c1)C(=O)C12CC3CC(CC(C3)C1)C2 (stereo not given)	-4	14	1	20	-5	0	-6	1	-0.4
C/C(=N\NC(=O)c1ccc2c(c1)OCCO2)c1ccccc1	2	71*	-5	16	5	7	10	-12	-9.3
COC(=O)C(C)Sc1nc2c(cnn2-c2ccc(C)cc2)c(=O)[nH]1 (stereo not given)	2	-3	7	22	5	6	16	0	-2.1
CC(=O)C(Cc1ccccc1)NC(=O)CCl (stereo not given)	-5	39	-4	-1	0	17	15	0	0.2
CC1CCCN(C(=O)CCS(=O)(=O)c2ccc3c(c2)n(C)c(=O)c(=O)n3C)C1 (stereo not given)	-6	-5	-1	11	-2	2	14	-1	-1.6
COc1ccc(NC(=O)c2ccc(-c3csc(C)n3)cc2)cc1	39	-60	-3	14	2	18	-2	1	8.2
COc1ccc(C2CC(c3c(-c4ccccc4)c4cc(Cl)ccc4[nH]c3=O)=NN2S(C)(=O)=O)cc1OC (stereo not given)	26	-13	-1	-2	2	19	-7	5	-2.6
CNc1nc(N(C)C)nc(N(C)C)n1	-1	10	-4	-7	6	7	-19	-5	-0.8

(cont.)
SMILES	EBI2 antag	Mdm2-MdmX inh	APJ agonist	tim23-1 inh	CXCR6 block	CCR6 antag	APJ antagonist	UPR XBP1 act	CHOP UPR activ
O=C(COc1ccc2c3c(c(=O)oc2c1)CCC3)c1ccc2c(c1)OCO2	13	8	-6	14	8	11	16	-2	-2.1
COc1ccccc1NC(=O)C1=C(C)Nc2nnnn2C1c1ccccn1 (stereo not given)	-3	10	-1	11	-5	6	13	1	-1.2
CCOC(=O)C1CCN(C(=O)c2cc3c(s2)-c2ccccc2OC3)CC1	79*	-8	-4	33	2	13	-58	1	-0.8
C=CCNc1cnn(-c2ccccc2)c(=O)c1Cl	0	-25	-2	11	0	1	-10	5	-0.4
O=C(CSc1n[nH]c(-c2cccnc2)n1)OC1CCCCC1	7	-8	-2	24	-1	8	12	-2	0.4
CCN(Cc1ccc(C#CCCO)cc1)CC1CCCN(CCc2cccc(OC)c2)C1 (stereo not given)	8	35	-3	-5	11	30	17	-3	0.2
CC(=O)N1C(C(=O)O)Cc2c([nH]c3ccccc23)C1(C)C (stereo not given)	-6	9	2	14	-10	8	-8	-2	-1.2
CC/C=C(\NC(C)=O)c1ccccc1	-6	6	-2	8	1	5	3	0	1.2
Cc1ccc(C)c(SCC(=O)Nc2nnc(-c3ccccc3)o2)c1	-7	29	-6	3	-4	5	9	1	2.0
COC(=O)c1scc(S(=O)(=O)c2ccccc2)c1N	-4	12	5	-5	-2	0	8	1	-0.8
NC(=S)Nc1cccc2cc3ccccc3cc12	-10	-60	8	44	-16	8	-3	3	7.7
O=C(OCc1cn(-c2ccc(Cl)c(Cl)c2)nn1)c1ccccc1Cl	-5	17	-4	-9	-5	16	4	3	0.7
CCN(C(=O)COC(=O)c1ccc(OC)c(S(=O)(=O)N2CCCc3ccccc32)c1)C1CCS(=O)(=O)C1 (stereo not given)	-4	12	-3	9	-2	-4	2	-1	1.6
CCN1/C(=C2/SC(=S)N(NC(C)=O)C2=O)Sc2ccc(Cl)cc21	4	2	-4	6	3	8	1	1	-0.8
O=C(Cn1cnc2scc(-c3ccc(Cl)cc3)c2c1=O)N1CCOCC1	-4	6	-4	2	6	23	18	-2	-0.7
N#Cc1ccc(NC(=O)c2nc(-c3ccccc3)n(-c3ccccc3)n2)cc1	5	-6	-5	2	5	4	-6	2	-5.3
CCC(CC)NC(=O)CSc1nnc(-c2ccc(OC)cc2)n1C(C)C	5	3	0	-3	-1	12	-14	-1	0.3
CCOC(=O)N1CCc2c(sc3c2c(=O)n(Cc2ccccc2)c(=O)n3Cc2cccc(C)c2)C1	17	30	-3	21	17	13	20	1	0.6
COc1cc(NC(=O)C2CCCN(S(=O)(=O)c3cnc[nH]3)C2)cc(OC)c1 (stereo not given)	-7	4	-1	9	-5	-5	0	-1	1.0
CCS(=O)(=O)c1ccc2c(c1)N(S(C)(=O)=O)CC(C(=O)NC1CC1)O2 (stereo not given)	-1	7	-6	10	6	4	-18	0	0.0
Cc1c(OCC(=O)OC(C)C)ccc2c3c(c(=O)oc12)CCC3	12	-68	11	19	-11	3	-40	1	0.0
Cc1[nH]c2ccccc2c1C1(O)C(=O)N(C(C)C)c2ccccc21 (stereo not given)	2	11	1	20	-2	-5	-2	5	-1.4
O=C(CSc1nc(-c2ccccc2)nc2c1Cc1ccccc1O2)Nc1ccccc1	x	-46	5	10	x	x	-7	-1	-0.2
Cc1cc(C)c(C(=O)c2ccc(C(=O)NC(C)(C)C)cc2)c(C)c1	14	-13	-3	23	6	1	11	-3	1.9
CCN1C(=O)c2n[nH]c(C(=O)OC)c2C1=O	2	16	-9	-7	2	17	5	-3	-1.1
O=C1CN(C(=O)COC(=O)COc2ccc3c(c2)CCC3)c2ccccc2N1	-3	-17	0	-4	-2	6	-2	-4	-2.9
COc1ccc(C)cc1Nc1nc(N)c2cc(OC)c(OC)cc2n1	10	51*	0	12	-12	15	-4	7	0.0
CCOCCCNC(=O)c1cc(Sc2ccc(F)cc2)nc2ccccc12	13	27	-3	16	1	5	1	0	-0.5
CCN1CCN(C2=NC(=O)/C(=C/c3ccc(C)o3)S2)CC1	2	-15	-4	4	-11	-26	0	3	4.6

This is a subset (hit frequency here may not be typical).
